# LYP inh 2 – blocks human PTPN22 phosphatase activity; AID 640; 96,000 compounds, 0.21% hits; Q9Y2R2; inhibition, % at 2 µM; recombinant LYP catalytic domain, DiFMUP fluorescence;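 active means inhibition at 2 µM at or above a set limit, the screen mean plus 3 SD, cut at about 24% in these data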;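 further: 0% = DMSO with enzyme and 100% = enzyme fully blocked by orthovanadate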
# IL1B cytotox – HUVEC cytotoxicity counter-screen, IL-1B stimulated; cell count reduction, % at 2 µM; 94,000 compounds, 0.41% hits; HUVEC cell count loss, Hoechst imaging; AID 845;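 active means cell count reduction more than 3 SD above the screen-wide mean, cut at about 70% in these data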;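 further: normalized per plate to untreated control cells as the no-loss baseline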
# VCAM1 TNFa inh – reduces TNF alpha induced VCAM1 expression in HUVEC; HUVEC TNFa-induced VCAM-1 immunofluorescence, high-content imaging; inhibition, % at 2 µM; 95,000 compounds, 0.48% hits; AID 802;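 active means inhibition above the batch mean plus 3 SD, with images confirmed as a hit by eye, cut at about 37% in these data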;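 further: 0% = TNF-stimulated DMSO wells and 100% = unstimulated control wells; not every result past the cut was called active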
# hDAT+cocaine – changed human dopamine transporter uptake under cocaine IC80 | Q01959 | LLC-PK1 hDAT cells, [14C]-dopamine uptake with cocaine IC80; actives deviate in either direction | B-score at 10 µM | 110,000 compounds, 1.3% hits;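 active means Z score or B-score, a plate-position-corrected score, falls beyond the plate's 99.7% confidence bounds, in either direction; inactive means both scores lie inside the 99.7% bounds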;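 further: scored against the spread of the other compound wells on the same plate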
# Target sequence (Q01959 whole entry, looked up): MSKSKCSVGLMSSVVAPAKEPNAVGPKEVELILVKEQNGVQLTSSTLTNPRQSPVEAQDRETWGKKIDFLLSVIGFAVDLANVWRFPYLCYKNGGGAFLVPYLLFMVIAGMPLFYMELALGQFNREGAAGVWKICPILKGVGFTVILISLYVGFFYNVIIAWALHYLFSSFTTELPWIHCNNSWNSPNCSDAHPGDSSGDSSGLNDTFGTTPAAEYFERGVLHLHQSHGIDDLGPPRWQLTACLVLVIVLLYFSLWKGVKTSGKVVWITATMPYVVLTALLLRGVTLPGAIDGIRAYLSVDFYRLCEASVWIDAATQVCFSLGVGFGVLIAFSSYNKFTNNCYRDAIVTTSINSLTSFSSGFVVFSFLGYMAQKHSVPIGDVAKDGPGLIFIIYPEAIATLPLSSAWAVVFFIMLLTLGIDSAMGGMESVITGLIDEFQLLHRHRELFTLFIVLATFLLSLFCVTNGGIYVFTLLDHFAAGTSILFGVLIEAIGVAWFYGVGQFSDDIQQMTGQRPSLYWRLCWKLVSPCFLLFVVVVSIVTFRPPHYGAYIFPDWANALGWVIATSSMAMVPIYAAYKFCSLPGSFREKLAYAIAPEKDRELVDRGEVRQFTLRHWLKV
# HUVEC tox TNFa – toxic to HUVEC cells under TNF alpha stimulation | cell count reduction, % at 2 µM | AID 848 | 93,000 compounds, 0.17% hits | HUVEC TNFalpha-stimulated, Hoechst cell count, imaging;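 active means cell count reduction exceeding the screen mean by over 5 SD, scaled to untreated wells per plate, cut at about 78% in these data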;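 further: cells counted after 24 h of TNF alpha exposure following the 1 h pretreatment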
# Calb biofilm kill – kills Candida albicans biofilms | C. albicans biofilm + clotrimazole, Alamar Blue | inhibition, % at 6 µM | 85,000 compounds, 0.14% hits | AID 834;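 active means inhibition above 20%; inactive means inhibition below 20%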;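 further: preformed 24 hr biofilms exposed to compound for 48 hr; 0% = biofilm without compound and 100% = blank killed by clotrimazole plus chlorhexidine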
# Smad3 FoxH1 inh – blocks human Smad3 binding to FoxH1 peptide; 88,000 compounds, 0.29% hits; TR-FRET Smad3/Dy647-FoxH1 peptide binding, europium anti-His; inhibition, % at 25 µM;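 active means compounds that reduce the energy-transfer binding signal between the protein and its labelled peptide by more than half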;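 further: 0% = Smad3 plus labelled peptide maximal FRET and 100% = peptide-only background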
# Target sequence (P84022 whole entry, looked up): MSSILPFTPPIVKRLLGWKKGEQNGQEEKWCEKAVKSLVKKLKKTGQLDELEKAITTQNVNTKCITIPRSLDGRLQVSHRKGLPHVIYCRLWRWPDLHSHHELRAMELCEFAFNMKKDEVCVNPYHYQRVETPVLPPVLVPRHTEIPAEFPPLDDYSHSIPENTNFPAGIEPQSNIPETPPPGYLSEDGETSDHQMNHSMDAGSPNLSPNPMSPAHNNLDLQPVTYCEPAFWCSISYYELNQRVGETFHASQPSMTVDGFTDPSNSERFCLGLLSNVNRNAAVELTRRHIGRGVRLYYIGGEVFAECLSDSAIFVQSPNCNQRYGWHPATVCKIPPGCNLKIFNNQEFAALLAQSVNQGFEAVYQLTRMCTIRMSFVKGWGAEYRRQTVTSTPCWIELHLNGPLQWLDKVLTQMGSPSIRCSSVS
# MT1-MMP txn act – MT1-MMP promoter transcription activation; AID 750; activation factor at 10 µM; HT1080 MT1-MMP promoter luciferase reporter, luminescence, overnight; active compounds read high; 86,000 compounds, 0.16% hits;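 active means activation factor of at least 2 for MT1-MMP transcription at 10 µM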
# F-actin modifier – alters cytoskeleton assembly in HUVEC cells | inhibition, % at 2 µM | 91,000 compounds, 0.18% hits | AID 836 | HUVEC TNFa F-actin phalloidin imaging, high content;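 active means inhibition above the batch mean plus 3 SD and confirmed as a hit by visual image inspection, cut at about 30% in these data, passing the limit was not always enough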; further: strong numbers were not always called active
# * hit, by the source's call; · = not tested or not shown; [ ] = another dose, or the depositor's remark. These rows are one share of the data, so the mix of outcomes need not match the whole.
SMILES,LYP inh 2,IL1B cytotox,VCAM1 TNFa inh,hDAT+cocaine,HUVEC tox TNFa,Calb biofilm kill,Smad3 FoxH1 inh,MT1-MMP txn act,F-actin modifier
COC(=O)C(=O)/C=C(\O)c1ccc(C)cc1,16,13,-38,·,·,·,·,·,0
Cc1ccc(S(=O)(=O)NC2CCCC2)cc1C,-2,12,14,0.61,-17,·,·,·,-31
O=C1c2ccccc2NC(c2ccc(Cl)cc2Cl)N1Cc1ccccc1 (stereo unspecified),-2,4,27,0.35,·,6,12,1.2,-17
Cc1ccc(-c2nnc(OCCN3CCOCC3)c3ccccc23)cc1,4,·,10,1.1,-2,6,3[fluorescence artefact?],1.2,-6
CCOCCn1c(CN2CCN(c3ccc(OC)cc3)CC2)nc2c1c(=O)n(C)c(=O)n2C,-4,-56,·,0.74,·,7,15[fluorescence artefact?],1.2,·
CCOC(=O)c1sc(C)c2c1NC1(CCCCC1)NC2=O,-8,-42,·,0.071,·,5,-9,1.1,-8
O=C(Nc1ccc2oc(=O)ccc2c1)c1ccco1,4,-18,14,-0.02,-16,6,-1,1.2,42
CCOc1cc(C2C(C(=O)OC)=CN(C3CCCC3)C=C2C(=O)OC)cc(Br)c1O,-7,-6,7,0.73,-14,7,22[fluorescence artefact?],1.1,4
CC(O)CCc1nc2ccc(C(=O)O)cc2[nH]1 (stereo unspecified),3,24,16,·,-34,11,13,1.1,59
COc1ccc2cc(CN(Cc3cccnc3)Cc3nnnn3Cc3ccccc3)c(=O)[nH]c2c1,-15,-18,-2,2.2*,-52,4,1,1.1,·
CCN(CC)c1ccc2c(Cl)cc(=O)oc2c1,1,12,-45,0.2,-3,·,·,·,0
CC(=O)N1CCc2cc(S(=O)(=O)NCCC(=O)NC3CCCc4ccccc43)ccc21 (stereo unspecified),-6,-51,11,1,-12,1,11,1,22
CCCCNC(=O)C1CCCN(S(=O)(=O)c2ccc(-n3cnnn3)cc2)C1 (stereo unspecified),0,21,-6,-1.3,-11,7,-5,1.3,-22
CCCn1c(CN(C)Cc2ccccc2)nc2c1c(=O)n(C)c(=O)n2C,-3,-26,8,-0.95,-8,3,8,1.2,9
Cc1noc(C)c1COc1ccc(C(=O)OCC(=O)c2ccc3c(c2)OCCO3)cc1,-7,-13,21,-0.72,-17,5,-1[fluorescence artefact?],1.1,4
O=C(Nn1c(=S)[nH]c2ccccc2c1=O)c1ccncc1,0,6,6,0.54,6,-10,12[fluorescence artefact?],1.1,-7
Cc1ccc(Cn2nnc3c(=O)[nH]c(C4CCCN(C(=O)Nc5ccc(F)cc5F)C4)nc32)cc1 (stereo unspecified),1,10,6,3.2*,-24,7,-2,1.2,-5
COc1ccc2cc(CCNC(=O)CC(C)(C)C)c(=O)[nH]c2c1,3,-12,8,-0.21,-17,4,-2,1.2,0
CCOC(=O)C1CCCN(c2c(NCCCN(C)Cc3ccccc3)c(=O)c2=O)C1 (stereo unspecified),6,-12,-5,-0.14,-24,5,-11,1.1,56
O=S(=O)(N1CCCCC1)N1CCN(c2ccc(F)cc2)CC1,-3,0,·,-0.013,·,0,-10,1.2,·
C=CCN(c1ccc(C(=O)NCCc2ccccc2)cc1)S(C)(=O)=O,9,1,-5,-0.56,-16,5,-1,1.3,-2
CCOC(=O)C1=C(C)NC(=O)NC1c1ccc(OC)c(Cl)c1 (stereo unspecified),·,·,·,1.3,·,8,1,0.9,·
CC(C)NC(=O)C(OC(=O)c1ccccc1)C(OC(=O)c1ccccc1)C(=O)O (stereo unspecified),3,-40,0,-0.016,-20,·,·,·,-2
COC(=O)c1cn(C)c2ccc(S(=O)(=O)N3CC(C)CC(C)C3)cc2c1=O (stereo unspecified),4,-3,-11,0.038,-3,1,5,0.9,-16
COc1ccc(C(=O)N(CN2CCCC2=O)c2ccc(C)cc2)cc1,-6,2,-22,-0.65,-30,9,8[fluorescence artefact?],1.2,20
SMILES,LYP inh 2,IL1B cytotox,VCAM1 TNFa inh,hDAT+cocaine,HUVEC tox TNFa,Calb biofilm kill,Smad3 FoxH1 inh,MT1-MMP txn act,F-actin modifier
CSc1cccc(NC(=O)COc2cccc3ccccc23)c1,6,-20,-3,-0.39,-13,·,·,·,13
COc1cc(NC(=O)c2ccco2)c(OC)cc1NC(=O)CCC(=O)Nc1cc(C)cc(C)c1,3,-23,22,2.4,1,-1,-9,1.1,-32
Cc1c(NC(=O)c2ccc3c4c(cccc24)CC3)c(=O)n(-c2ccccc2)n1C,13,-11,22,-1.5,28,-4,1,0.9,-8
CCCCc1cc(=O)oc2c(CN3CCCC3)c(O)ccc12,1,29,17,-1.2,-15,3,9,1.2,-2
Cc1ccc(NC(=O)C(C)c2ccc(-c3ccccc3)c(F)c2)cc1 (stereo unspecified),15,1,-45,-1.1,-13,·,·,·,-4
Cc1ccc(S(=O)(=O)CCC(=O)N2CCc3ccccc32)cc1,-4,-9,14,·,-17,5,21,1.2,3
COc1ccc(CSc2nnc(C)n2N)cc1Br,-8,-21,-51,-0.0062,-38,5,4[fluorescence artefact?],1.2,-2
CC(=O)N(c1ccc(C(C)C)cc1)C1C=CS(=O)(=O)C1 (stereo unspecified),0,-24,9,-0.74,-1,11,5,1.1,29
COc1cc(-c2ncc3ccccn23)cc(OC)c1OC,-4,-13,-16,·,4,·,·,·,0
Cc1ccc(C)c(NC(=O)CC(NCCCN2CCOCC2)C(=O)O)c1 (stereo unspecified),-3,7,10,·,1,3,4[fluorescence artefact?],1.3,-6
CCn1c(SCC(=O)c2ccc(C)cc2)nnc1-c1ccncc1,6,-18,5,-0.29,-2,1,3,·,9
CC(C)(C)NC(=O)CN(C(=O)CS(=O)CC(=O)Nc1ccc(F)cc1)c1ccc(F)c(Cl)c1 (stereo unspecified),1,-13,0,0.0092,-37,7,8,1.2,-14
CCCSC1=C(C#N)C(c2ccc(Cl)cc2Cl)CC(=O)N1 (stereo unspecified),-13,-18,6,-0.062,-8,3,-8,1.1,3
COC(=O)CN1CCN(C(c2ccccc2)c2ccccc2)CC1,4,3,3,0.37,6,-6,7,1.1,2
Cc1ccc(NC2=NCC(=O)N2Cc2ccccc2)c(C)c1,-11,-16,12,0.91,-3,4,0,1,16
Cn1cccc1Cc1nnc(SCC(=O)Nc2cccc(F)c2)n1-c1ccc(F)cc1,·,·,·,-0.72,·,0,4,1.1,·
O=C(O)CN1C(=O)C2C3C=CC(C3)C2C1=O (stereo unspecified),·,·,·,0.57,·,4,9,1.1,·
COc1ccccc1C1(O)CC2CCC(C1)N2S(=O)(=O)c1ccc(C(C)=O)cc1 (stereo unspecified),1,-43,12,-1.4,-10,5,10[fluorescence artefact?],1.1,29
CC(C)CCOc1ncnc2c1sc1nc3c(cc12)CSC(C)(C)C3,5,-9,-7,-0.086,-32,·,4,1.3,-3
CCOc1cc(NC(=O)C2CCCO2)c(OCC)cc1NC(=O)C1CC1 (stereo unspecified),1,-16,17,0.39,-29,1,3,1.1,1
COC(=O)c1sc2ccccc2c1-n1cccc1C(=O)C(=O)Nc1ccccc1,8,3,4,-0.93,-27,·,·,·,1
CCOC(=O)N1CCN(C(=O)C(c2ccccc2)c2ccccc2)CC1,-13,0,14,0.42,-5,·,·,1.1,-9
CCc1nc2ccccc2c(NC(=O)CN2CCC(C)CC2)c1C,1,-30,4,-0.97,-37,8,5,1.1,2
O=S(=O)(c1ccc(OCC(O)CN2CCCCC2)cc1)N1CCOCC1 (stereo unspecified),-6,-112,-7,0.26,-15,8,2,1.2,8
CCOC(=O)CCN(Cc1cccs1)S(=O)(=O)c1ccc(Cl)cc1,-10,-58,8,-0.96,20,·,·,1.1,-4
SMILES,LYP inh 2,IL1B cytotox,VCAM1 TNFa inh,hDAT+cocaine,HUVEC tox TNFa,Calb biofilm kill,Smad3 FoxH1 inh,MT1-MMP txn act,F-actin modifier
Cc1sc(NC(=O)CCCC(=O)O)c(C#N)c1C,-1,40,-12,-0.48,-13,7,3,1,-2
COc1ccc(NC(=O)c2ccccc2F)cc1Cl,-6,10,9,-0.28,7,4,6,1.1,-37
C=C1CC2C=C(NC(C)=O)CC(C1)C2 (stereo unspecified),-2,-7,-12,0.56,35,4,5,1.1,-12
Cn1c(SCC(=O)N2CCOCC2)nc(O)cc1=O,5,-11,1,0.46,-1,1,-8,0.9,9
COc1cc(C)c(Cl)cc1S(=O)(=O)n1cnc(C)c1,-6,-7,9,-0.076,-12,3,-3,1.1,·
O=C1c2ccccc2C(=O)N1CCn1nc(Cl)nc1Cl,·,·,·,-0.88,·,5,4,1.1,·
O=C(Nc1cc(C(F)(F)F)ccc1N1CCOCC1)c1ccc(Br)o1,1,-8,-13,0.042,-23,1,0,·,11
FC(F)(F)c1nnc2c(Sc3ccccn3)nc3ccccc3n12,22,2,16,-0.13,5,·,·,·,18
Cc1oc(C(=O)Nc2ccc(O)cc2)cc1COc1ccccc1,-4,18,-5,1.7,20,-6,-12,1.3,-37
COC(=O)c1ccc(Oc2nc(Nc3ccc(F)cc3)nc(N3CCCC3)n2)cc1,4,-58,2,-0.28,0,-8,6,1.1,-19
COc1ccc(C(C)(C)C)cc1NC(=O)c1ccoc1C,-6,12,5,0.41,28,-8,-8,0.9,14
COc1ccc(NC(=O)CCCC(=O)OCC(F)(F)C(F)F)cc1,5,13,-6,-1,10,7,-3,1.2,-15
O=C(Nc1ccccc1NC(=O)NC1CCCCC1)NC1CCCCC1,10,-4,-18,0.044,9,1,40,·,-4
C=CCn1c(C)c(C(C)=O)c(N2CCCC2)nc1=S,-8,7,17,0.24,-3,1,-1,1.1,5
COc1ccccc1NC(=O)N(CCN(C)C)Cc1cc2cc(C)ccc2[nH]c1=O,1,29,2,0.88,-9,1,12,1,17
CCOC(=O)c1nnc(-c2ccccc2)nc1Oc1ccc(Cl)cc1,2,0,-5,0.79,-4,·,·,·,59
Cc1ccc(-c2cc(C(F)F)n3ncc(C(=O)N4CCN(c5cccc(C)c5C)CC4)c3n2)cc1,12,-10,2,0.81,-10,-1,5,1.2,-3
COc1ccc(OC)c(C(=O)/C=C/c2ccccc2C(F)(F)F)c1,-12,-14,10,·,0,·,·,·,-6
COc1ccccc1NC(=O)C1CCCN(c2nc(C)cc(C)n2)C1 (stereo unspecified),4,-7,28,0.19,21,7,-3,1.3,-10
CC(=O)c1cccc(NC(=O)N2CCCC2C(=O)NCc2ccc(C)cc2)c1 (stereo unspecified),-12,-16,12,0.87,-22,8,0,1.2,7
Cc1nc2ncnn2c(C)c1CCC(=O)NCCCN1CCN(c2cccc(Cl)c2)CC1,-4,-25,3,0.85,-28,4,-6,1,7
Cc1nc2ccc(C(=O)N3CCN(c4ccccc4)CC3)cc2s1,-4,-45,4,0.89,-11,7,2,1.1,2
COCCN1Cc2cccc(C(=O)Nc3cc(C)cc(C)c3)c2C1=O,3,-10,4,1.8*,-5,2,4,1.2,16
COc1ccc(NC(=O)CCn2nc(C)cc2C)cc1,·,·,·,-0.32,·,6,2,1.3,·
Cc1nc2ccc(S(=O)(=O)NC(C(=O)N3CCn4c3nc3ccccc34)C(C)C)cc2s1 (stereo unspecified),-1,-3,9,-0.41,-11,10,2[fluorescence artefact?],1.1,5

# Screening results (PubChem)
